# Compound activity as filed in PubChem BioAssay.
# sdo1 growth = growth rescue of sdo1-depleted yeast, primary screen, S. cerevisiae, bone marrow failure model; AID 817, 2007; S. cerevisiae sdo1-depleted JHY4D growth rescue, OD600 30 h; stronger effect = higher value; pdr5 snq2 efflux-pump mutant strain; z-score at 10 µM; 140,000 tested, 0.21% active;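 active = z-score above 3 at both the 24 hr and the 30 hr optical density reads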;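 note: z-score against mean and SD of all compound wells on the same plate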
# INS promoter inh = inhibitors of insulin promoter-driven GFP, primary screen, imaging, TRM-6 cells (human fetal islet line), eGFP reporter, cell count; reporter expression induced with tamoxifen; inhibition, % at 2 µM; 130,000 tested, 0.9% active;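 active = inhibition above the mean plus 3 SD, with well images judged a real hit on visual review, cut at about 60% in these data, passing the limit was not always enough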
# sdo1 growth Rescue 24 h = recorded beside sdo1 growth, whose call it bears; z-score; S. cerevisiae sdo1-depleted JHY4D growth rescue, OD600; measured here: growth rescue at 24 h;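 0 is the plate mean of compound wells and units are plate SD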
# * = called active by the depositor; . = not tested or not shown. Some of the compounds tested; the hit share may differ from the screen's.
SMILES,sdo1 growth,sdo1 growth Rescue 24 h,INS promoter inh
COc1ccc(NC(=O)CN(C)C(=O)c2oc3ccccc3c2C)cc1,.,.,58
Cc1ccn2cc(C(=O)NCc3ccco3)nc2c1,.,.,-25
Cc1cc(F)c(F)c(C(=O)NC2CC2)c1Cl,-0.11,-0.73,-19
Cn1nc(-c2ccc(Cl)cc2)c2cc(C(=O)NCc3ccco3)sc21,-1.7,-1.6,.
CC(C(=O)N1CCCCC1)n1ncn2cccc2c1=O (stereo not given),-0.32,-1.2,.
CCOc1nc(-c2ccc(Cl)cc2Cl)ccc1C#N,-0.23,0.49,30
O=C(CCCc1ccccc1)Nc1cccc(C(=O)O)c1,.,.,33
COc1ccc(S(=O)(=O)N2CCCCCC2)cc1NC(=O)c1c2c(nc3ccccc13)CCN(Cc1ccccc1)C2,0.68,1.4,-46
COC(=O)c1nn(-c2ccc(Cl)cc2)c(=O)cc1Sc1ccccn1,-0.64,0.06,.
Cc1ccc(NC(=S)NC(=O)c2c(-c3ccccc3Cl)noc2C)cc1,-1,-0.81,0
CC(C)c1ccc(CN(C(=O)C2COc3ccccc3O2)C2CCS(=O)(=O)C2)cc1 (stereo not given),-1.9,-0.47,-30
Cc1ccc(OCc2nnc(SCC(=O)C(C)(C)C)n2Cc2ccco2)cc1,-1.1,-0.91,-79
Cc1cccc(C(O)(C(=O)NNc2ccc3ccccc3n2)c2cccc(C)c2)c1,0.23,0.55,.
CCOc1cc2[nH]c(=O)n(CCCN3CCCC3=O)c(=O)c2cc1OCC,0.27,-0.39,.
O=C(Cn1ncc2c(=O)oc3ccccc3c21)N1CCCc2ccccc21,0.11,0.25,.
Cn1c(N)c(C(=O)COC(=O)c2ccccc2NCc2ccco2)c(=O)n(C)c1=O,.,.,-40
CCC(=O)N=c1n(C)c2ccccc2n1CCOc1ccccc1,0.47,0.16,8
COc1cccc(OCC(O)CN2CCC(CN3C(=O)c4cccc5cccc(c45)C3=O)CC2)c1 (stereo not given),.,.,-38
CCOC(=O)Cn1c2ccccc2c2nc3ccccc3nc21,-0.83,0.18,.
Cc1onc(-c2ccccc2Cl)c1C(=O)Oc1cccc2cccnc12,.,.,-19
O=C(Nc1cc(C(F)(F)F)ccc1N1CCOCC1)c1cncc(Br)c1,-0.31,1.2,4
Cc1c(/C(O)=C2/C(=O)C(=O)N(Cc3cccnc3)C2c2cccs2)cnn1-c1ccccc1 (stereo not given),0.27,0.34,15
O=C(O)CCNc1cc2ccccc2cc1C(=O)O,1.1,1.2,15
O=C(Nc1ccc(Cl)cc1)N1CCc2ccccc2C1,.,.,38
Nc1nc(Nc2ccccc2)nc(NCc2ccco2)c1[N+](=O)[O-],-1.4,-0.88,-28
CCc1cc2c(=O)[nH]c(N3CCCC3)nc2s1,0.81,0.5,40
COc1cc(C(=O)N/N=C/c2ccsc2C)cc(OC)c1OC,-0.45,-1.3,.
COCCN=C1NN=C(c2cc(C)n(CC3CCCO3)c2C)CS1 (stereo not given),.,.,6
Cc1c(C=O)c(=O)n(-c2ccccc2)n1C,.,.,21
Cc1ccc2[nH]c3c(NCCCN4CCCC4=O)ncnc3c2c1,0.8,1.4,55
C=CCN1CCN(C(c2cc(OC)ccc2OC)c2nnnn2CC2CCCO2)CC1 (stereo not given),-0.35,-0.79,.
O=c1[nH]c(=O)n(CCc2ccc(F)cc2)c(O)c1C=NCc1ccc2c(c1)OCO2,0.74,1.5,0
O=C(N/N=C/C1CC=CCC1)c1ccc(O)cc1O (stereo not given),0.27,0.57,.
O=C(CCn1c(=S)[nH]c2ccccc2c1=O)N1CCOCC1,2.2,3.1,.
O=C(C[n+]1cnn(CC(=O)c2ccc(Cl)cc2Cl)c1)c1ccc([N+](=O)[O-])cc1,0.71,-0.51,.
O=C(Nc1cccc(S(=O)(=O)N2CCOCC2)c1)C(c1ccccc1)N1CCCCC1 (stereo not given),.,.,69

# 15 of these compounds, reformatted:
# Results follow in this order: sdo1 growth	sdo1 growth Rescue 24 h	INS promoter inh
Cc1c(/C(O)=C2/C(=O)C(=O)N(Cc3cccnc3)C2c2cccs2)cnn1-c1ccccc1 (stereo not given)
  0.27	0.34	15
O=C(O)CCNc1cc2ccccc2cc1C(=O)O
  1.1	1.2	15
O=C(Nc1ccc(Cl)cc1)N1CCc2ccccc2C1
  .	.	38
Nc1nc(Nc2ccccc2)nc(NCc2ccco2)c1[N+](=O)[O-]
  -1.4	-0.88	-28
CCc1cc2c(=O)[nH]c(N3CCCC3)nc2s1
  0.81	0.5	40
COc1cc(C(=O)N/N=C/c2ccsc2C)cc(OC)c1OC
  -0.45	-1.3	.
COCCN=C1NN=C(c2cc(C)n(CC3CCCO3)c2C)CS1 (stereo not given)
  .	.	6
Cc1c(C=O)c(=O)n(-c2ccccc2)n1C
  .	.	21
Cc1ccc2[nH]c3c(NCCCN4CCCC4=O)ncnc3c2c1
  0.8	1.4	55
C=CCN1CCN(C(c2cc(OC)ccc2OC)c2nnnn2CC2CCCO2)CC1 (stereo not given)
  -0.35	-0.79	.
O=c1[nH]c(=O)n(CCc2ccc(F)cc2)c(O)c1C=NCc1ccc2c(c1)OCO2
  0.74	1.5	0
O=C(N/N=C/C1CC=CCC1)c1ccc(O)cc1O (stereo not given)
  0.27	0.57	.
O=C(CCn1c(=S)[nH]c2ccccc2c1=O)N1CCOCC1
  2.2	3.1	.
O=C(C[n+]1cnn(CC(=O)c2ccc(Cl)cc2Cl)c1)c1ccc([N+](=O)[O-])cc1
  0.71	-0.51	.
O=C(Nc1cccc(S(=O)(=O)N2CCOCC2)c1)C(c1ccccc1)N1CCCCC1 (stereo not given)
  .	.	69

# Further compounds follow.
SMILES,sdo1 growth,sdo1 growth Rescue 24 h,INS promoter inh
CC1(C)OC(=O)C(=CNc2ncccn2)C(=O)O1,0.93,0.69,0
CC(=O)N1CCc2cc(C(=O)CN3CCN(c4ccccc4F)CC3)ccc21,0.88,1.1,.
Cc1cc(NC(=O)CSc2nc(-c3ccco3)cc(C(F)(F)F)n2)n(-c2ccccc2)n1,-1,-1.4,30
O=C(c1ccco1)N1CCN(c2c([N+](=O)[O-])nn(-c3ccc(Cl)cc3)[n+]2[O-])CC1,.,.,-27
CN(CCNC(=O)Cn1c(=O)sc2ccccc21)Cc1ccccc1,1.2,1.6,.
CCN1CCN(CCCNC(=O)C2CCCN(c3nnc(-n4cccc4)s3)C2)CC1 (stereo not given),0.41,0.02,.
CCc1ccc(NC(=O)c2ccc3c(c2)C(=O)N(CCOC)C3Nc2ccc(CC)cc2)cc1 (stereo not given),0.1,-0.12,0
COCCNc1cc(NCCOC)c([N+](=O)[O-])cc1[N+](=O)[O-],1.4,0.82,-22
O=C(Nc1ccc(Cl)cc1)c1ccc(-n2cncn2)c([N+](=O)[O-])c1,0.29,-0.31,16
COc1ccc2[nH]c(C)c(CCNC(=S)Nc3ccc(F)cc3)c2c1,.,.,24
O=C(N/N=C\c1cccc(Cl)c1)c1ccc(Cn2cccn2)o1,0.36,-0.18,31
Fc1ccc(-c2noc(C3CCN(Cc4cccnc4)CC3)n2)cc1,-0.88,0.72,.
CCC(=O)OCCNc1nc(-c2ccccc2)nc2ccccc12,.,.,60
COc1ccc(S(=O)(=O)N2CCN(C)CC2)c2ccccc12,0.67,0.11,.
CN(C)c1ccc2c(c1)OC(N)=C(C#N)C2c1cccc(F)c1 (stereo not given),-1.2,0.22,-160
CN1CCc2nc(SCC(=O)Nc3ccc(F)cc3)c(C#N)cc2C1,0.58,0.49,-24
COc1ccc(C(=O)SC2=NCCS2)cc1,0.35,0.16,60
O=C(Cc1cccc2ccccc12)N1CCCc2ccccc21,-1.9,-1.2,18
CCOC(=O)C1CCCN(C(=O)C2CCN(S(=O)(=O)N3CCC4(CC3)OCCO4)CC2)C1 (stereo not given),1.3,0.35,16
CCCn1nnc2sc3c(c2c1=O)CCC(C)C3 (stereo not given),-0.69,-0.68,37
Cc1cc(C)n(-c2nc3ccccc3c3nc(C)nn23)n1,-0.56,-1.3,.
CC1CCCN(CC(=O)Nc2ccc(S(=O)(=O)N3CCCCCC3)cc2)C1 (stereo not given),1.7,1.6,.
COc1ccc(N2CCN(C(=O)CSc3nnc4nc(C)cc(C)n34)CC2)cc1,.,.,-2
c1nnc2c3c4c(sc3ncn12)CCCC4,0.78,1.4,5
CCCCCNC(=O)c1ccc2c(=O)n(CCOC)c(=O)[nH]c2c1,0.99,0.77,-26
Cc1ccc(S(=O)(=O)Nc2nc3ccccc3s2)cc1,0.07,0.23,-12
CSc1ncccc1C(=O)Nc1ccc(S(=O)(=O)Nc2nccs2)cc1,-0.05,-0.03,15
CC(C)=CCN1CCN(Cc2cc(F)ccc2-n2nc(C)cc2C)CC1CCO (stereo not given),.,.,-70
COc1ccc(C2=NN(c3nc(-c4ccccc4)c(CC(=O)O)s3)C(c3ccco3)C2)cc1 (stereo not given),-0.88,-1.9,-22
CCn1cc(C(=O)Nc2cc3c(cc2NC(C)=O)OCCO3)c(=O)c2ccc(C)nc21,.,.,0
COc1ccc(C(=O)c2ccc(CC#N)s2)cc1,0.84,1.2,0
Cc1ccc(-c2noc(CCC(=O)NCc3ccc4c(c3)OCO4)n2)cc1,-1.4,-1.1,-81
CCn1c(CNC(=O)c2ccco2)nnc1SCC(=O)Nc1ccc(Br)cc1F,0.21,-0.42,-23
CC(C)N(C1=N/C(=C\c2ccco2)C(=O)N1c1ccccc1)C(C)C,0.93,0.91,-14
Cc1ccc(S(=O)(=O)Nc2ccc(O)c(Sc3ncn[nH]3)c2)cc1,.,.,28
COc1cccc(/C=N/NC(=O)CSc2nnc(C)n2-c2ccccc2)c1OC,1.2,1.4,-17
CC(C)c1ccc2c(c1)[C@H]1OCC[C@H]1[C@@H](c1cccs1)N2,-1.4,-2,-10
COC(=O)c1cccc(NC(=O)CSc2nc(C)cc(=O)[nH]2)c1,0.94,0.88,68
COc1cc(CCC(=O)OCC(=O)NC(=O)c2ccc(Cl)cc2)cc(OC)c1OC,.,.,-136
Cc1nc2c(C(=O)NCCC3=CCCCC3)c[nH]n2c(=O)c1Cl,1.2,0.45,.
Cc1nnc2n(-c3ccccc3)c(=O)c3c4c(sc3n12)CC(C)CC4 (stereo not given),-1.5,-1.1,6
CCOC(=O)CN1CC23C=CC(O2)C(C(=O)NC2CCCCCC2)C3C1=O (stereo not given),0.51,0.08,.
Cc1nc(Cc2nnc(SCc3nc(N)nc(Nc4ccccc4C)n3)o2)cs1,1.1,0.73,.
C=CCn1c(COc2ccc(CC)cc2)nnc1SCC(=O)NC1CCS(=O)(=O)C1 (stereo not given),0.26,-0.38,-257
Cc1cc(Oc2ccc(Br)cc2)nc(SCC(=O)c2ccccc2)n1,-0.47,-0.12,14
O=C(c1ccc(-c2cc(Cl)ccc2Cl)o1)N1CCOCC1,.,.,-67
O=C1CC(N2C(=O)/C(=C/C=C/c3ccccc3)SC2=S)C(=O)N1c1ccccc1 (stereo not given),0.18,0.19,7
N#CC1=C(N)Oc2cc(N)ccc2C1c1cccnc1 (stereo not given),0.87,0.68,50
CCOc1cc(CNC2CCCC2)cc(Cl)c1OCc1ccccc1,-1,-0.65,-17
COc1ccc(NCC(=O)N/N=C/c2c(C)nn(Cc3ccccc3)c2Cl)cc1,-0.07,-0.73,.
O=C1CN(c2nc(-c3ccccc3)c3cc(Br)ccc3n2)c2ccccc2N1,0.33,1.1,.
Clc1ccc(C(c2ccccc2)N2CCNCC2)cc1 (stereo not given),0.87,1.4,-13
Cc1cc(S(=O)(=O)n2cnc3cc([N+](=O)[O-])ccc32)ccc1Cl,0.5,-0.07,0
COc1ccccc1-n1cnc2c(c1=O)c1nc3ccccc3nc1n2CCc1ccccc1,-0.63,0.29,-50
COc1cc2c(cc1NC(=O)C(C)Sc1ccc(NC(C)=O)cc1)oc1ccccc12 (stereo not given),-1.1,-0.12,7
Cc1cc(NC(=O)CCC(=O)N(CC(=O)NCC2CCCO2)c2ccc3c(c2)OCCO3)no1 (stereo not given),0.01,-0.01,3
COc1cccc(-c2cc(C(=O)Nc3cc(OC)c(OC)c(OC)c3)no2)c1,-2.2,-1.9,0
CCOC(=O)N1CCN(S(=O)(=O)c2cccc3ccc(C)nc23)CC1,-0.22,-0.39,11
COc1ccc(OC)c(C2=Nn3c(nnc3C3CCCCC3)SC2)c1,-0.9,-0.6,4
O=C(CCl)NCc1c(Cl)cccc1-n1cccc1,1.4,1.6,39

# Other entries.
SMILES,sdo1 growth,sdo1 growth Rescue 24 h,INS promoter inh
COc1ccc(C2N(c3ccc(OC)cc3)C(=O)C3CCCN32)cc1 (stereo not given),0.3,0.12,.
CCCn1nc2cc(C(=O)NC3CCCc4ccccc43)ccc2c1OCC (stereo not given),-0.63,-0.41,.
O=C(/C=C/c1ccc(Cl)cc1Cl)NC(=S)Nc1ccccn1,-1.2,-0.31,-15
Cc1nc(SCC(=O)NCCc2ccc(Cl)cc2)nc(C)c1C,-1.1,-1.1,21
CCC(C)NC(=O)Cn1c(=O)n(CCCCCC(=O)Nc2ccccc2)c(=O)c2sccc21 (stereo not given),1,0.7,-33
c1ccc(Cn2ncc3c(N4CCCCC4)ncnc32)cc1,0.41,0.52,32
CC(C)(CO)NC(=O)C(c1ccccc1)c1ccccc1,-0.42,-0.73,-406
CC(=O)Nc1ccc(NC(=O)C(C)OC(=O)c2ccc(C)s2)cc1 (stereo not given),.,.,0
CCCCOc1ccc(Cl)cc1CSc1n[nH]c(C)n1,-0.78,-0.2,50
O=C(CSc1nc2ccccc2[nH]1)NC1CCS(=O)(=O)C1 (stereo not given),0.33,0.15,-16
C[C@@H]1NC(=O)c2cc([N+](=O)[O-])cc(F)c2NCCC[C@@H](C(N)=O)NC(=O)[C@H](CC(N)=O)NC1=O,0.86,0.49,15
